NALP1 yeast inh: blocks the NALP1 inflammasome reconstituted in yeast; S. cerevisiae NALP1/ASC/caspase-1 growth, X-gal OD620, 72 h; inhibition, % at 10 µM; 280,000 compounds, 0.61% hits; in the data active means inhibition mostly above about 24%, no sharp cut-off; inactive means mostly below about 32%; further: some compounds called inactive have numbers as strong as hits
PfM18AAP inh: PfM18AAP enzyme inhibition. 290,000 compounds, 1.2% hits. recombinant PfM18AAP, H-Glu-NHMec fluorogenic cleavage. inhibition, % at 7.35 µM;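 active means inhibition above the campaign mean inhibition over all tested compounds plus 3 SD, cut at about 28% in these data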;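 further: 0% = plate median of test compound wells and 100% = 2 mM ZnCl2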
MEKK2wt PB1 HTS: raises or lowers MEK5 binding to wildtype human MEKK2 PB1 domain; 290,000 compounds, 1.1% hits; bead flow cytometry, Alexa488-MEK5 binding to MEKK2 WT; actives lie on both sides; binding response (% of control), % at 10 µM; Q9Y2U5; in the data active means binding response below about 67% or above about 130%
MEKK2 mut-MEK5: signal of MEK5 binding to mutant human MEKK2 PB1 domain; bead flow cytometry, Alexa488-MEK5 binding to MEKK2 mutant; percent response, % at 10 µM; 290,000 compounds, 0.35% hits; AID 1530; in the data active means percent response above about 24%, passing the limit was not always enough; further: inactives centre near 1; some results filed as inactive read as strong as hits; reference of the scale not given here
pCIP destab: compounds decreasing mouse p/CIP protein stability | Q05BA5 | AID 1984 | F442A p/CIP-EGFP cells, EGFP fluorescence, 16 h | 290,000 compounds, 0.01% hits | decrease of EGFP signal, % at 10 µM;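 active means EGFP signal decrease of at least 30% at 10 µM or well 3 SD below plate mean, unless failing retest; inactive means the rest, including hits failing retest or dose response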; further: some compounds called inactive have numbers as strong as hits; many of its hits are not listed in these tables
MEKK3 PB1 HTS: raises or lowers MEK5 binding to the human MEKK3 PB1 domain; Q99759; bead-based flow cytometry, Alexa488-MEK5 binding to MEKK3; actives lie on both sides; 0 = blocked by unlabeled MEK5, 100 = vehicle; binding response (% of control), % at 10 µM; 290,000 compounds, 1.4% hits; AID 1529;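 active means binding response more than 3 SD above or below the average of its plate-row segment, actives on both sides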;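 further: Alexa488 bead fluorescence after subtracting the streptavidin-only scavenger bead signal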
Target sequence (Q99759 whole entry, looked up, the tested form may be a part): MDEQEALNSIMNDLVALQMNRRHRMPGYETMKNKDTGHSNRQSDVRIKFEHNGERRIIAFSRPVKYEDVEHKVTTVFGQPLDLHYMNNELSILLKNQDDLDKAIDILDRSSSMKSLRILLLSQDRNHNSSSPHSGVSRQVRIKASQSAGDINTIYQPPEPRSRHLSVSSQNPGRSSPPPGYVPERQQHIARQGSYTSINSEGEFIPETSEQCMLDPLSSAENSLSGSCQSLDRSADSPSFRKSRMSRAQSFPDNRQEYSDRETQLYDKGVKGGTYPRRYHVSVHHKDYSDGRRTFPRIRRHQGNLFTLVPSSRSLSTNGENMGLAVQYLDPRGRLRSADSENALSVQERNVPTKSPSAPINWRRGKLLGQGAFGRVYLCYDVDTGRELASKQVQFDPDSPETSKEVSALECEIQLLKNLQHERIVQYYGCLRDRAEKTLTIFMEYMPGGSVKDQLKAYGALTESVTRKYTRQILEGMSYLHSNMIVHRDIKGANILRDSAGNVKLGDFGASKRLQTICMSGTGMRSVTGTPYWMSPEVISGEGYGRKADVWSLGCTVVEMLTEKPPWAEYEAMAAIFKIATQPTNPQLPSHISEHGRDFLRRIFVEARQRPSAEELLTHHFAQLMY
IDE inh: inhibitors of human insulin-degrading enzyme in cells; inhibition, % at 5.59 µM; 320,000 compounds, 0.41% hits; HEK cells, FAbetaB cleavage, fluorescence polarization; AID 434962;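 active means percent inhibition above the average of all tested compounds plus 3 SD, set per screening campaign, cut at about 16% in these data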;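 further: IDE supplied by intact live HEK cells; FP after avidin binding of uncleaved biotin substrate so inhibition keeps polarization high; 0% = DMSO wells and 100% = 60 µM reference IDE inhibitor Ii1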
IDE cell activ: IDE (human) activation, cell-based. HEK cells, FAbeta-B cleavage, fluorescence polarization; 0% vehicle, 100% cell-free pure enzyme wells. 340,000 compounds, 0.073% hits. activation, % at 5.96 µM. P14735;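 active means activation above the mean of all tested compounds plus 3 SD, set per screening campaign, cut at about 17% in these data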
SUMO HTRF inh: SUMOylation inhibition; P63279; inhibition, % at 35 µM; HTRF SUMOylation assay, SAE1/SAE2 + UBC9, in vitro; 290,000 compounds, 0.36% hits; in the data active means inhibition above about 50%, passing the limit was not always enough; further: strong numbers were not always called active
Target sequence (P63279 whole entry, looked up): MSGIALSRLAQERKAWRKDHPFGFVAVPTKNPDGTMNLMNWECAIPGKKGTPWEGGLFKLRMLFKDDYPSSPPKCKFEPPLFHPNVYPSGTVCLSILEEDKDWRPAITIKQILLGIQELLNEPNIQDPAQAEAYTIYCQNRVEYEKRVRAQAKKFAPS
An asterisk follows results filed as active; . = no result given; [ ] = another dose, or the depositor's remark. Only part of the results is shown; rates above refer to the full screens.

SMILES	NALP1 yeast inh	PfM18AAP inh	MEKK2wt PB1 HTS	MEKK2 mut-MEK5	pCIP destab	MEKK3 PB1 HTS	IDE inh	IDE cell activ	SUMO HTRF inh
COc1cccc(CNC(=O)CCn2ccc3cc(S(=O)(=O)N4CCC(C)CC4)ccc32)c1	-4	6	98	3	-2	101	2	-1	-5
COc1ccc(Cl)cc1N(C(=O)c1ccco1)C(C(=O)NC1CCCC1)c1cccnc1 (stereo not drawn)	1	-6	94	-1	-4	99	10	6	2
COc1ccc(C(=O)Nc2cc(Cl)ccc2C(=O)O)cc1	4	-13	79	-19	-2	82	-3	5	29
Cc1ccc(NC(=O)c2ccc(N3CCOCC3)c([N+](=O)[O-])c2)cc1S(=O)(=O)N1CCOCC1	10	-2	93	13	-4	103	5	7	-15
CC1(OC(=O)C2CCCC2)C(=O)C=C2C=C(c3ccsc3)N(C3CCCCC3)C=C2C1=O (stereo not drawn)	2	.	92	-7	-21	80*[inhibitor]	1	6	16
Cc1[nH]c2ccccc2c1C(=O)C(C)OC(=O)c1ccc([N+](=O)[O-])o1 (stereo not drawn)	10	5	99	4	-14	101	-1	-6	11
CCOC(=O)c1c(C)[nH]c(C(=O)NNC(=O)c2ccccc2)c1C	12	5	102	4	-20	103	1	5	22
Cc1nc2ccccc2c2nc3ccccc3n12	22	-4	.	.	5	.	-3	1	12
COCCCNC(=O)CCCn1c(=O)c2ccccc2n(CC(=O)Nc2c(C)cc(C)cc2C)c1=O	10	-6	100	-1	-6	102	-1	5	0
CCn1c(/C=C2\C(=O)N(C(C)C)c3ccccc32)nc2ccccc2c1=O	3	-3	82	-14	12	83	-4	0	16
O=C(O)CCC(=O)Nc1ccc(Oc2ncnc3cc(Cl)ccc23)nc1	.	8	76	-36	1	76	-1	.	6
CCOCCCN(C(=O)Nc1ccc(CC)cc1)C1CCN(C(C)=O)CC1	-24	1	95	-7	-18	92	-1	0	7
O=C(O)c1[nH]c2ccccc2c1CC(=O)N1CCOCC1	3	-2	95	-23	-4	96	10	1	3
COc1ccc(-c2[nH]c3ccccc3c2SCCNC(=O)c2cc3ccccc3oc2=O)cc1	34	-2	103	4	2	115	4	8	-20
COc1cc(CNCc2cccc(OC)c2OC)cc(OC)c1	29	1	95	-3	6	100	0	6	-4
CCOC(=O)c1nc2nc(C)c(Cl)c(=O)n2[nH]1	8	-1	97	1	12	93	-2	2	23
COCCCNC(=O)/C=C/c1cccc(Cl)c1	16	2	104	3	-8	97	-3	0	1
Cc1ccc(N2C(=O)c3ccc(C(=O)NCCN4CCOCC4)cc3C2=O)cc1	9	1	.	.	5	.	-2	1	11
Cc1ccc(C(=O)COC(=O)CCN2C(=O)C3C4CCC(C4)C3C2=O)cc1[N+](=O)[O-] (stereo not drawn)	8	-1	105	8	1	102	4	3	6
CCOc1ccc(/C=N/NC(=O)c2cc3c(OC)cc(OC)c(OC)c3[nH]2)cc1	22	-12	104	2	-7	105	2	-2	-19
O=C1N(Cc2cccc(Cl)c2)C[C@@H]2C[C@@H](c3cccc4ncccc34)N3CCC[C@@]123	-8	6	92	-9	-3	101	13	-3	-7
COc1c2ccoc2nc2c(OC)c(OCC(OC(C)=O)C(C)(C)O)ccc12 (stereo not drawn)	-17	3	101	-2	17	104	-3	-1	35
Cc1cc(=O)cc(C)n1-c1ccc(Cl)c(Cl)c1	-6	10	99	5	-19	96	0	5	5
O=C(Oc1ccc2c(c1)O/C(=C\c1ccncc1)C2=O)c1ccccc1	19	4	97	3	0	99	6	2	22
COc1ccc(NC(=O)NC(C(F)(F)F)C(F)(F)F)cc1	6	2	101	3	-7	100	2	7	37
CCOC(=O)CNC(=O)CSc1ncnc2c1cnn2-c1ccc(Cl)cc1	-4	-11	104	1	0	99	6	0	3
Cc1nc2c(-c3ccccc3)c(C)nn2c(C)c1CCC(=O)N1CCOCC1	15	-4	97	-1	-2	101	-2	4	-4
CCOC(=O)c1c(NC(=O)CSc2nnc(-c3c[nH]c4ccccc34)n2CCOC)sc2c1CCCC2	22	16	85	-7	0	86	4	3	-24
COc1ccc(C(=O)NNC2=CC(=O)CC(C)(C)C2)cc1	0	47*	92	-1	0	96	4	6	1
CS(=O)(=O)Nc1ccc(C(=O)Nc2ccc(S(=O)(=O)N3CCCCC3)cc2)cc1	-1	2	102	0	-3	98	.	-2	3
CSc1nc(-c2ccco2)nn1C(=O)c1ccc(C)cc1	6	-3	95	-1	-12	99	2	3	3
CCOC(=O)CC(=O)CSc1ccc2nnc(-c3ccccc3)n2n1	26	4	104	3	-2	104	-1	2	17
CCN(c1ccccc1)S(=O)(=O)c1ccc2c(c1)CC(C)N2C(=O)C1CC1 (stereo not drawn)	21	-8	96	-5	9	97	5	0	11
CC(C)c1ccc(NC(=O)C2CCCN(S(=O)(=O)c3cccnc3)C2)cc1 (stereo not drawn)	-12	-5	97	5	-12	98	6	-2	-8
N#C/C(=C\c1ccc(-c2nc3ccccc3s2)o1)C(N)=O	.	1	82	-44	5	80	5	-1	27
CS(=O)(=O)N1CCc2cc(S(=O)(=O)NCCNS(=O)(=O)c3ccc4c(c3)CCN4S(C)(=O)=O)ccc21	6	3	100	-1	-12	103	1	1	18
O=C(c1ccc(Cn2cc(Br)cn2)cc1)N1N=C(C(F)F)CC1(O)C(F)F (stereo not drawn)	21	7	87	-4	5	87	6	-2	-17
COc1cc([N+](=O)[O-])ccc1NC(=S)NC(=O)CC(C)(C)C	-23	-11	92	-2	-3	102	7	0	12
COc1ccc(-c2[nH]ncc2-c2ccc(Cl)cc2)c(O)c1	8	-4	109	6	2	110	3	-1	-23
COc1cc(OC)c(C(=O)NCC(c2cccs2)N(C)C)cc1OC (stereo not drawn)	3	-4	100	-1	-21	101	3	-1	14
CN(C(=O)CSc1nc(-c2ccccc2)cn1N)C(c1ccccc1)c1ccccc1	8	9	103	5	7	105	2	-10	-5
O=C(Cc1cc(=O)[nH]c(=O)[nH]1)NCC1CCCO1 (stereo not drawn)	-54	7	111	19	2	110	0	10	9
C#CCOCCOCCOCCNc1nc(N2CCN(C(=O)[C@H](Cc3cc4ccccc4[nH]3)n3cc([C@@H](N)CC(C)C)nn3)CC2)nc(N2CCN(C(=O)[C@H](Cc3cc4ccccc4[nH]3)n3cc([C@@H](N)CC(C)C)nn3)CC2)n1	21	0	258*	112*	-11	118	0	6	-12
c1ccc(C2Nc3cccc4cccc(c34)N2)cc1	0	24	102	6	-5	101	3	7	24
CC(=O)NCCn1c(SCC(=O)Nc2ccc(C)cc2)nc2ccccc2c1=O	7	-1	99	-6	3	102	-3	2	11
COc1cc(C(=O)N/C(=C\c2cn(C)c3ccccc23)C(=O)NCCCN2CCOCC2)cc(OC)c1OC	-12	8	104	5	-16	100	1	6	2
Cc1snc(SCC(=O)N/N=C(\N)COc2cccc(C(F)(F)F)c2)c1C#N	-9	20	100	2	-18	100	6	4	12
CC1CN(S(=O)(=O)c2ccc(C(=O)Nc3sccc3C(N)=O)cc2)CC(C)O1 (stereo not drawn)	30	-2	101	4	-13	106	-1	2	10
COc1ccc(CCNS(=O)(=O)c2ccc3c(c2)CCN3C(=O)C2CC2)cc1OC	4	-3	103	-3	-2	100	6	2	-10
C[C@]1(C(=O)NCCc2c[nH]c3ccccc23)C=C[C@@H](Cc2ccccc2)N1C(=O)c1ccccc1	8	5	88	1	5	101	-3	4	-14
CCC(C)NC(=O)CNC(=S)N(Cc1ccccc1)Cc1cccnc1 (stereo not drawn)	26	7	95	-1	1	95	-2	-1	0
Cc1noc(C)c1C(=O)Nc1ccc(C#N)cc1	12	-1	104	5	0	98	0	4	-3
COc1ccc(C)cc1N(CC(=O)N1CCCCCC1)S(C)(=O)=O	9	-7	107	3	-2	107	-2	6	-6
Cc1ccc(NC(=O)CSc2nnc(Cc3cccn3C)n2-c2ccc(F)cc2)cc1	10	4	101	0	2	102	3	4	-6
O=C(/C=C/Nc1ccc(F)c(Cl)c1)c1ccccc1	-11	-3	105	0	-5	102	-5	-2	-5
Cc1ccccc1NC(=O)OCc1ccccc1	4	1	105	10	-8	103	0	4	4
O=C(Nc1ccc(S(=O)(=O)N2CCCC2)cc1)c1ccc(OCC2CCCO2)cc1 (stereo not drawn)	9	-15	73	-14	-11	83	-3	0	13
NC(=O)c1ccc(NC(=O)CN2CCN(c3ccc(Cl)cc3)CC2)cc1	-1	-1	103	0	-8	105	2	1	2
CC(C)Oc1ccc(C(=O)Nc2ccc(N(C)C)cc2)cc1	32	-2	100	3	2	103	7	0	-3
COc1cccc(CN(C(=O)c2cnccn2)C(C(=O)NC2CCCCC2)c2cc(OC)c(OC)c(OC)c2)c1 (stereo not drawn)	5	-2	100	3	-17	100	-6	2	3

Record cards (already shown). Screens in order: NALP1 yeast inh, PfM18AAP inh, MEKK2wt PB1 HTS, MEKK2 mut-MEK5, pCIP destab, MEKK3 PB1 HTS, IDE inh, IDE cell activ, SUMO HTRF inh
O=C(Nc1ccc(S(=O)(=O)N2CCCC2)cc1)c1ccc(OCC2CCCO2)cc1 (stereo not drawn) reads 9, -15, 73, -14, -11, 83, -3, 0, 13
c1ccc(C2Nc3cccc4cccc(c34)N2)cc1 reads 0, 24, 102, 6, -5, 101, 3, 7, 24

Following part.
SMILES	NALP1 yeast inh	PfM18AAP inh	MEKK2wt PB1 HTS	MEKK2 mut-MEK5	pCIP destab	MEKK3 PB1 HTS	IDE inh	IDE cell activ	SUMO HTRF inh
C/C(=N\Nc1nc(N2CCOCC2)nc(N2CCOCC2)n1)c1cccc([N+](=O)[O-])c1	7	-5	76	-26	2	77	4	1	-12
O=c1[nH]c2ccccc2nc1CCc1ccccc1	14	0	102	-3	7	99	3	6	14
CC(=O)Nc1ccc(S(=O)(=O)Nc2cc([N+](=O)[O-])ccc2C)cc1	-13	5	95	-3	-17	101	2	4	8
CCn1c(C)c(C)c2cc(C(=O)NCCCN3CCN(C)CC3)ccc21	13	2	99	12	0	100	4	1	6
CC(=NCCc1ccccc1)C1=C(O)CCC1=O	0	-2	94	-4	-4	94	6	4	-10
CC1=CC2=NC(=O)/C(=C\c3cc(C)n(-c4ccccc4)c3C)C(=N)N2O1	16	2	96	-1	-5	113	1	2	18
O=C(CN1C(=O)S/C(=C\c2cccs2)C1=O)Nc1ccc(O)cc1C(=O)O	21	27	102	2	-17	100	-4	5	8
COc1ccccc1N1CC(C(=O)Nc2ccc3c(c2)OCO3)CC1=O (stereo not drawn)	12	0	102	-1	-11	90	1	3	12
S=C(NCCc1ccccc1)N1CCn2cccc2C1c1cccnc1 (stereo not drawn)	-15	2	106	-1	3	104	1	-1	13
CCOC(=O)N1CCC(NC(=O)CSCc2nc(-c3ccccc3Cl)oc2C)CC1	21	0	95	0	-4	97	13	7	1
CN(C)S(=O)(=O)c1cccc(C(=O)Nc2ccccc2)c1	32	-3	90	-15	-9	85	-2	7	14
COC(=O)CN(c1c(C)cccc1C)S(C)(=O)=O	29	0	95	4	-3	99	7	-2	6

Part of the list above in a different format.
| Structure | NALP1 yeast inh | PfM18AAP inh | MEKK2wt PB1 HTS | MEKK2 mut-MEK5 | pCIP destab | MEKK3 PB1 HTS | IDE inh | IDE cell activ | SUMO HTRF inh |
| --- | --- | --- | --- | --- | --- | --- | --- | --- | --- |
| CC(=NCCc1ccccc1)C1=C(O)CCC1=O | 0 | -2 | 94 | -4 | -4 | 94 | 6 | 4 | -10 |
| CC1=CC2=NC(=O)/C(=C\c3cc(C)n(-c4ccccc4)c3C)C(=N)N2O1 | 16 | 2 | 96 | -1 | -5 | 113 | 1 | 2 | 18 |
| O=C(CN1C(=O)S/C(=C\c2cccs2)C1=O)Nc1ccc(O)cc1C(=O)O | 21 | 27 | 102 | 2 | -17 | 100 | -4 | 5 | 8 |
| COc1ccccc1N1CC(C(=O)Nc2ccc3c(c2)OCO3)CC1=O (stereo not drawn) | 12 | 0 | 102 | -1 | -11 | 90 | 1 | 3 | 12 |

Source: PubChem (several laboratories)
